# From PubChem
# mHTT-CaM PPI inh = mutant huntingtin-calmodulin interaction inhibitors – biochemical, AlphaScreen, primary screen. AlphaScreen His-mHTT/GST-CaM binding, luminescence. P42858. actives 3.6% (n = 190,000). inhibition, % at 15 µM. AID 1671202, 2021;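 further: 0% = both proteins with DMSO and 100% = one protein alone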
# Target sequence (P42858 whole entry, looked up, stated change not applied): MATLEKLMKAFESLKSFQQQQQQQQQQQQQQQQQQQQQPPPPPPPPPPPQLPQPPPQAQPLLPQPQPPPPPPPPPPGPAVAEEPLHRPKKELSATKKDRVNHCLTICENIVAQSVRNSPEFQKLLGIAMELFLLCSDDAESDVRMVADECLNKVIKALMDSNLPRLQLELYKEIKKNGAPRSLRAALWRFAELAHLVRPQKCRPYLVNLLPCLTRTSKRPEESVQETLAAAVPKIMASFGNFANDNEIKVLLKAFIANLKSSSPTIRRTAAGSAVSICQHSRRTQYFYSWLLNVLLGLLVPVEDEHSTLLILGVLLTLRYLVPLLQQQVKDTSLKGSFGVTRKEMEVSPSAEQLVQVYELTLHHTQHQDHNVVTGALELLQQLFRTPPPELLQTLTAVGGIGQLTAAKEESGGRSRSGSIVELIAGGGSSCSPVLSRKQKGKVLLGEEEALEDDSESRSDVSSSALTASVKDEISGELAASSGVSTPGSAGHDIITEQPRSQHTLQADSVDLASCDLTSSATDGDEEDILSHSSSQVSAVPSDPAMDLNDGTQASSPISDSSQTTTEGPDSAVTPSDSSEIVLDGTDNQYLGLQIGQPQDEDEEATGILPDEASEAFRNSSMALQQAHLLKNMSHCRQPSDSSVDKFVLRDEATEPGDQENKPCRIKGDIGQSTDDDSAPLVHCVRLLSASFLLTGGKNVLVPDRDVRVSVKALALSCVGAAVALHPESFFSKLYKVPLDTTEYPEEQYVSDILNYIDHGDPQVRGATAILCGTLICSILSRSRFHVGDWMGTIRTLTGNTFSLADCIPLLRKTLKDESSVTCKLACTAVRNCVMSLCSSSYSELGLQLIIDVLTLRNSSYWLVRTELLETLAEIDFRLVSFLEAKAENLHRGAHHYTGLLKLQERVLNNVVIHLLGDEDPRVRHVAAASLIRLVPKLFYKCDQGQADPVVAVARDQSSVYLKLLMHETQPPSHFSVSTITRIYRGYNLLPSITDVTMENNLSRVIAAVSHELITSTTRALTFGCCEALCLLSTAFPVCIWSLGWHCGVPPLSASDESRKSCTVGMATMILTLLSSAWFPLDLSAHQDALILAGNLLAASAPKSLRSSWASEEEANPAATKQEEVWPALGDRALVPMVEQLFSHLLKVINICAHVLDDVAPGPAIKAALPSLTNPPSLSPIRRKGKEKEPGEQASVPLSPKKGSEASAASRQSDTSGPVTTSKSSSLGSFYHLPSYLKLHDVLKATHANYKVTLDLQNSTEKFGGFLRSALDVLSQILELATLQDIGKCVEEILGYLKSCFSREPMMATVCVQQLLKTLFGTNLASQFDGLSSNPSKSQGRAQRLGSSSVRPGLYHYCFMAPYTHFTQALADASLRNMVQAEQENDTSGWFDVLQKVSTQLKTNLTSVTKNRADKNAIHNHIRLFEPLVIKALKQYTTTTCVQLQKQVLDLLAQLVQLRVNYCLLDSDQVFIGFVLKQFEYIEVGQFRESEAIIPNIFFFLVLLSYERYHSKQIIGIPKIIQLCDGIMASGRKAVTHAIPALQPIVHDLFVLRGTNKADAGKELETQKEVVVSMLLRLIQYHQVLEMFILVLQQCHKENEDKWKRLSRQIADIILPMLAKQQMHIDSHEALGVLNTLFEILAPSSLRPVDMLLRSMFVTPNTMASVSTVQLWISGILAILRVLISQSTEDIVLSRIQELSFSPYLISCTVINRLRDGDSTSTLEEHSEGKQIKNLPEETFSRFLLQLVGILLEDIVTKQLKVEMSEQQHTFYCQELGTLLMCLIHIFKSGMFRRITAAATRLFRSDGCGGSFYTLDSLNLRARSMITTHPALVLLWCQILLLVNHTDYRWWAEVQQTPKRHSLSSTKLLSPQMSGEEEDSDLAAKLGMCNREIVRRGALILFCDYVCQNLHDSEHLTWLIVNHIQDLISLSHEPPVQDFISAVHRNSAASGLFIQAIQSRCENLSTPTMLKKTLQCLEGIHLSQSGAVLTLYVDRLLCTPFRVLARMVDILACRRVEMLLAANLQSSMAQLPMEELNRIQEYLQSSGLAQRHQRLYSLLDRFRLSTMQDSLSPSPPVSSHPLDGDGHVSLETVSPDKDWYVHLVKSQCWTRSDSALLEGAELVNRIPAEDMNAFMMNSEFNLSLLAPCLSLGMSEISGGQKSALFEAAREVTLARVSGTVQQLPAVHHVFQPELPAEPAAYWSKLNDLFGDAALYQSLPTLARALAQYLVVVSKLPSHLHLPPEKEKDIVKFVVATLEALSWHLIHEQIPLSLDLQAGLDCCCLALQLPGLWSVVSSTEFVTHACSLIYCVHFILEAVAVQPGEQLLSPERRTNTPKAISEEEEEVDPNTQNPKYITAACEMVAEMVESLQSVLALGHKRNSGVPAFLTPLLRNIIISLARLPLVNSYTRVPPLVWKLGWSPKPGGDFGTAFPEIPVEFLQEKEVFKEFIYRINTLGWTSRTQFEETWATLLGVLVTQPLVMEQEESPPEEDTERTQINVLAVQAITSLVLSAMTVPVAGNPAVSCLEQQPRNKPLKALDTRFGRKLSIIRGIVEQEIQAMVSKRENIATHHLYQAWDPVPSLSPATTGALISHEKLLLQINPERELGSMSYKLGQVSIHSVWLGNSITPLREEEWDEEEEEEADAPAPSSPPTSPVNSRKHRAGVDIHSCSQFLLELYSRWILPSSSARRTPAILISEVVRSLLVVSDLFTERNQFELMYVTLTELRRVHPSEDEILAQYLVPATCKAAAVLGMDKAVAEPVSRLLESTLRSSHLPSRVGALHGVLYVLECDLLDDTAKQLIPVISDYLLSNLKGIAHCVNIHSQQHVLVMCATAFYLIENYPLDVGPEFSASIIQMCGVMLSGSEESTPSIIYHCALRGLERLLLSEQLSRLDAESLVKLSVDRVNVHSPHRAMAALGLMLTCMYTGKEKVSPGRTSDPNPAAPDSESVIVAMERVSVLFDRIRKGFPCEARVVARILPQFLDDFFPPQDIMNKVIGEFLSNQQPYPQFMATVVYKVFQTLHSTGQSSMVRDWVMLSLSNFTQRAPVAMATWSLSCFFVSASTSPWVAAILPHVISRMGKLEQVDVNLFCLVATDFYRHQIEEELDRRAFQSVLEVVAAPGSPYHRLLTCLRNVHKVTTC
# Pf apPOL block = Pf-apPOL inhibitors, biochemical, fluorescence. Plasmodium falciparum apicoplast DNA polymerase (apPOL). Recombinant Pf-apPOL, molecular beacon fluorescence, 1.5 h. inhibition, % at 10 µM. actives 0.25% (n = 210,000). AID 1794808, 2022
# * hit, by the source's call; . = no result given; & = joins results of further samples; ! = a repeat was not active. No stated cut-off is given here; in the data, active means inhibition above about 50%; inactive means the rest.
structure	mHTT-CaM PPI inh	Pf apPOL block
Cc1ccccc1-c1nc(CC(=O)N(C)C)cs1	0.8	-7.5
O=C(O)c1cc2cc([N+](=O)[O-])ccc2oc1=O	2.0	16.6
CCCCn1c(-c2ccccc2)c(CC)n2c3c(=O)n(C)c(=O)n(C)c3nc12	7.0	-3.9
Cn1c(N2CCCC(C(=O)N3CCN(c4ccccc4)CC3)C2)cc(=O)n(C)c1=O (stereo not drawn)	-4.2	-3.6
Cc1ccc(-c2nnc(N3CCC(C(=O)NCc4ccc(F)cc4F)CC3)o2)cc1	7.6	-1.9
COc1ccccc1OCC(=O)c1ccc(O)cc1O	2.1	-12.3
Cc1ccc(N2C(=O)CC(Nc3ccc(N4CCOCC4)cc3)C2=O)c(Br)c1 (stereo not drawn)	60.1*!	-10.0&-15.8
NS(=O)(=O)c1ccc(NC(=O)c2csc3c2CCCC3)cc1	-6.7	-1.6
Cc1sc(NC(=O)c2ccccc2[N+](=O)[O-])nc1-c1ccccc1	36.7	-2.6
c1ccc2c(c1)COC(CNC1CCCCC1)OC2	-3.0	1.2
COc1ccc(/C=C2/SC(=Nc3cccc(C)c3)NC2=O)cc1Br	9.0	0.1
O=C(Oc1ccc2c(c1)OC(=Cc1ccco1)C2=O)c1cccs1	58.2*	35.6
O=C(NCc1ccc(F)cc1)c1cn2ccncc2n1	-3.3	0.9
COc1cc(NC(=O)C23CC4CC(CC(C4)C2)C3)c(OC)cc1Cl	3.3	-7.8
CC(=O)Nc1ccc(S(=O)(=O)Nc2ccc(F)cc2)cc1	-3.5	1.4
COc1ccc(-c2[nH]n(-c3nc4ccccc4s3)c(=O)c2C=NCCN2CCOCC2)cc1	68.0*	1.7
COc1ccc(Cl)cc1C(=O)N(C(C)C)C(C)C	-0.4	0.4
COc1ccccc1CCNC(=O)C(=O)Nc1ccc(C(N)=O)cc1	-6.3	-6.3
CC(C)CCNC(=O)C1CCN(S(=O)(=O)N2CCC3(CC2)OCCO3)CC1	-4.0	-13.3
Cc1cc(C)c2c(=O)c(C3C4=C(CC(C)(C)CC4=O)OC4=C3C(=O)CC(C)(C)C4)coc2c1	.	-2.2
CC1=NN(C(=O)Cc2ccccc2)C(O)(c2ccc(Br)cc2)C1 (stereo not drawn)	16.0	-0.7
COc1ccc(C2CC(c3cccs3)Nc3nnnn32)c(OC)c1OC (stereo not drawn)	1.0	1.6
CSc1ccc(CNC(=O)C2c3ccccc3CC(=O)N2C(C)C)cc1 (stereo not drawn)	8.1	-2.8
Cc1cccc(N2CCN(C(=O)Cc3nnc(-c4sccc4C)o3)CC2)c1	12.2	-30.0
Cc1cc(C)n(-c2ncc(S(=O)(=O)c3ccc(Cl)cc3)c(N)n2)n1	.	-5.5

# In another format: results already given
# Results follow in this order: mHTT-CaM PPI inh, Pf apPOL block
- COc1ccc(C2CC(c3cccs3)Nc3nnnn32)c(OC)c1OC (stereo not drawn)
 : 1.0, 1.6
- CSc1ccc(CNC(=O)C2c3ccccc3CC(=O)N2C(C)C)cc1 (stereo not drawn)
 : 8.1, -2.8
- Cc1cccc(N2CCN(C(=O)Cc3nnc(-c4sccc4C)o3)CC2)c1
 : 12.2, -30.0
- Cc1cc(C)n(-c2ncc(S(=O)(=O)c3ccc(Cl)cc3)c(N)n2)n1
 : ., -5.5

# (listing goes on)
structure	mHTT-CaM PPI inh	Pf apPOL block
O=C(Cc1nnc(-c2ccccn2)o1)N1CCc2ccccc2C1	-2.8	4.0
CCOc1ccccc1NC(=O)c1ccc(COc2ccc(Cl)cc2)o1	-3.3	2.4
CC1=C(C(=O)Nc2cc(C)ccn2)C(c2cccc(Cl)c2Cl)C2=C(CC(C)(C)CC2=O)N1 (stereo not drawn)	31.0	-2.2
Cc1cc(C)c(C#N)c(Sc2ncnc3c2nnn3Cc2ccccc2)n1	.	-9.4
COc1ccc(-n2c(=O)c3c4c(sc3n3c(SCc5ccccc5)nnc23)CCC4)cc1	5.1	-1.7
Cc1ccc(NS(=O)(=O)c2ccc(Cl)c(C(=O)Nc3ccccc3[N+](=O)[O-])c2)cc1	36.0	-146.4
CC(C)CCCn1c(O)c([S+](C)C)c(=O)[nH]c1=O	6.0	-2.5
Cc1cc(C)c(S(=O)(=O)N2CCCC(C(=O)O)C2)c(C)c1 (stereo not drawn)	4.4	-5.0
CCN1CCCc2cc(CCNC(=O)Nc3ccc(OC)c(OC)c3)ccc21	86.1*	-1.9
COc1ccccc1C1CC(=O)Oc2c(C(C)C)ccc(C)c21 (stereo not drawn)	-38.5	2.0
Cc1oc(C2CCN(C(=O)c3ccc(Br)o3)CC2)nc1C(=O)N(C)C	-2.2	3.0
CC(NC(=O)CSC(=Nc1ccccc1)NC#N)C12CC3CC(CC(C3)C1)C2 (stereo not drawn)	4.0	-2.9
O=C1c2ccccc2C(=O)N1C1C(=O)N(c2ccc(Cl)cc2)C1c1ccc(F)cc1 (stereo not drawn)	11.0	-13.8
CCOC(=O)CC(=O)CSc1nnc(CNC(=O)c2ccc(F)cc2)o1	-17.1	-1.7
Clc1ccc(CSc2nc(NCc3ccco3)c3ccccc3n2)cc1	25.0	-8.2
COc1ccc(C(=O)Nc2cc(Cl)ccc2OC)cc1Br	-11.0	-31.7
CC(C)C(=O)NC(c1ccc(Cl)cc1)c1ccc2cccnc2c1O (stereo not drawn)	94.6*	-11.3
CC(C)NC(=O)c1cc2cc(Br)ccc2[nH]1	3.3	-1.5
Cc1ccc(NC(=O)C(C(C)C)N2C(=O)c3ccccc3C2=O)cc1 (stereo not drawn)	4.0	-1.2
C=CCC1c2cccc(C(=O)O)c2C(=O)N1c1cccc(C)c1 (stereo not drawn)	4.0	-6.8
CN(C=C1Oc2cc(O)ccc2C1=O)Cc1ccccc1	7.4	-140.8
Cc1ccc(-c2cc(CN(C(=O)c3ccc(F)cc3)C3CC3)no2)cc1C	8.1	0.4
O=C(NC1CCCCC1NC(=O)C1CCCCC1)C1CCCCC1 (stereo not drawn)	-4.7	.
C=CCn1c(C2CC(=O)N(c3ccccc3)C2)nc2ccccc21 (stereo not drawn)	-3.0&1.6	9.1&3.5
CC(C)Oc1ccc(C(O)=C2C(=O)C(=O)N(CCCn3ccnc3)C2c2ccncc2)cc1 (stereo not drawn)	-3.4	-2.5

# (listing goes on)
structure	mHTT-CaM PPI inh	Pf apPOL block
COc1ccc(C(=O)Nc2ccc(F)cc2)cc1	-3.3	2.0
CC1CCN(C(=O)c2ccc(OCC3CCCN(C(=O)c4ccc(C#N)cc4)C3)cc2)CC1 (stereo not drawn)	3.0	22.7
O=C(NCc1cccnc1)c1cc(-c2ccc(Cl)c(Cl)c2)on1	0.0	2.2
CCCC(CC)Oc1nc2ccccc2s1 (stereo not drawn)	-10.3	-6.4
CCOc1ccc(NC(=O)C2CCCCC2C(=O)O)cc1 (stereo not drawn)	-2.2	-0.2
O=C1C(=O)N(CN2CCc3ccccc3C2)c2ccc(Br)cc21	.	-11.1
O=C1OC(c2cccc([N+](=O)[O-])c2)=N/C1=C/c1ccc2c(c1)OCO2	10.0	4.6
COc1ccc(OC)c(NC(=O)CN(c2ccccc2Cl)S(=O)(=O)c2ccc(C)cc2)c1	15.1	-2.3
COc1ccc(CC(=O)NC2CC(O)C(CO)C2)cc1 (stereo not drawn)	-5.1	-7.1
COc1ccc(NC(=O)c2ccc(-c3ccnc(N4CCCCC4)n3)cc2)cc1	-34.7	2.0
CCN(CC)c1ccc(C=N/C(C#N)=C(/N)C#N)cc1	20.0	2.8
CCCCCCCCOC1OC(COC(C)=O)C(OC(C)=O)C(OC(C)=O)C1NC(C)=O (stereo not drawn)	6.2	-8.5
COc1cc(S(=O)(=O)N2CCN(c3ccc(F)cc3)CC2)c(OC)cc1Br	1.2	-6.2
COc1cccc(C2CC(c3c(Cl)cccc3Cl)n3nc(N)nc3N2)c1 (stereo not drawn)	13.5	1.7
O=C(O)c1ccc(N=C2NC(=O)C(CO)(CO)S2)cc1	-3.0	-6.1
C=CCc1c(C)c(C#N)c2nc3ccccc3n2c1NCCc1ccccc1	-63.0	-71.2
COc1cccc2cc(C(=O)Nc3nccs3)c(=Nc3ccccc3Cl)oc12	4.0	-2.8
O=[N+]([O-])c1ccc(/C=C/CNc2cccc(F)c2)o1	58.7*	4.0
O=C(NC1CCCCC1)N(CCc1ccccc1)Cc1ccccn1	-14.7	-7.7
Cc1ccc(N2C(=O)C3N=NN(c4cccc(F)c4)C3C2=O)cc1F (stereo not drawn)	17.4	-1.3
O=C1c2ccccc2NC(c2ccc(O)cc2)N1c1ccc(F)cc1 (stereo not drawn)	-9.0	2.2
CCOC(=O)c1c[nH]c(=O)cc1O	.	-4.9
COc1ccc(/C=C2/N=C(c3c(-c4ccccc4)noc3C)OC2=O)cc1	-1.0	2.0
Cc1ccc(CNC(=O)c2nc(C)n(C3CCN(S(C)(=O)=O)CC3)c2C)o1	16.9	-5.0
O=C(NCC1(O)CCc2ccccc21)C(=O)NC1CCCC1 (stereo not drawn)	-2.5	-3.0

# (next part)
structure	mHTT-CaM PPI inh	Pf apPOL block
COc1ccc(N2CCN(c3ccc([N+](=O)[O-])c4cccnc34)CC2)c([N+](=O)[O-])c1	9.0	8.2
CCC1CN(C(=O)NCCc2ccccc2)c2ccccc2O1 (stereo not drawn)	-17.1	-1.4
Cn1nc(-c2nc(Cc3ccccc3)no2)c2c1CCN(C(=O)c1c(F)cccc1F)C2	11.4	-3.0
O=C(NCc1nnnn1-c1ccc(Cl)cc1)c1ccc(S(=O)(=O)N2CCCC2)cc1	8.7	4.4
O=C(C1CCCCC1)N1CC(c2nc(-c3ccccc3)no2)C2(CCOCC2)C1 (stereo not drawn)	39.1	-6.9
COc1ccccc1N1CCN(Cc2ccc(O)c([N+](=O)[O-])c2)CC1	-0.6	-1.9
CCC(=O)N1CCc2cc(-c3ccc(C(=O)N4CCCCC4)cc3)ccc21	-4.5	0.0
COc1ccc(CN2CCN(c3ccc([N+](=O)[O-])cc3)CC2)cc1O	10.2	6.4
N#CC1(O)CCN(Cc2ccccc2)CC1	.	-1.7
CCOC(=O)N1CCN(C(=O)COc2ccc(Br)cc2)CC1	-2.5	-3.7
O=S(=O)(Nc1cccnc1)c1ccc(F)c(Cl)c1	-9.3	-2.5
Cc1ccc(C)c(N2CCN(C(=O)c3ccc(-n4nc(C)c5c4CCCC5=O)cc3)CC2)c1	47.4	3.2
COc1ccc(-n2c(=O)c3c(n4cnnc24)-c2ccccc2CC32CCCC2)cc1	3.0	0.9
CC1=NS(=O)(=O)c2cccnc2N1c1ccc(Cl)cc1	-6.0	-2.3
CC(C)n1c(=N)c(C(=O)NCCN2CCOCC2)cc2c(=O)n3ccccc3nc21	4.0	4.2
Nc1nc(SCC(=O)NCCN2CCOCC2)nc2sc3c(c12)CCC3	-1.2	7.4
CCOC(=O)c1cc(C#N)c(Oc2ccc(Cl)cc2)nc1C(F)(F)F	.	-9.1
CCOc1ccc(CN2CCN(Cc3ccco3)CC2)cc1	3.9	8.3
O=C(Cc1nnc(-c2ccncc2)o1)Nc1ccc(F)cc1	-2.6	1.7
CC1CCN(S(=O)(=O)c2cc(C(=O)O)ccc2Br)CC1	-2.1	-4.1
CCOC(=O)c1c[nH]c2ccc(OC)cc2c1=O	3.3	2.0

# Molecules from the list above with a Cl atom, in the order listed:
structure	mHTT-CaM PPI inh	Pf apPOL block
COc1cc(NC(=O)C23CC4CC(CC(C4)C2)C3)c(OC)cc1Cl	3.3	-7.8
COc1ccc(Cl)cc1C(=O)N(C(C)C)C(C)C	-0.4	0.4
Cc1cc(C)n(-c2ncc(S(=O)(=O)c3ccc(Cl)cc3)c(N)n2)n1	.	-5.5
CCOc1ccccc1NC(=O)c1ccc(COc2ccc(Cl)cc2)o1	-3.3	2.4
CC1=C(C(=O)Nc2cc(C)ccn2)C(c2cccc(Cl)c2Cl)C2=C(CC(C)(C)CC2=O)N1 (stereo not drawn)	31.0	-2.2
Cc1ccc(NS(=O)(=O)c2ccc(Cl)c(C(=O)Nc3ccccc3[N+](=O)[O-])c2)cc1	36.0	-146.4
O=C1c2ccccc2C(=O)N1C1C(=O)N(c2ccc(Cl)cc2)C1c1ccc(F)cc1 (stereo not drawn)	11.0	-13.8
Clc1ccc(CSc2nc(NCc3ccco3)c3ccccc3n2)cc1	25.0	-8.2
COc1ccc(C(=O)Nc2cc(Cl)ccc2OC)cc1Br	-11.0	-31.7
CC(C)C(=O)NC(c1ccc(Cl)cc1)c1ccc2cccnc2c1O (stereo not drawn)	94.6*	-11.3
O=C(NCc1cccnc1)c1cc(-c2ccc(Cl)c(Cl)c2)on1	0.0	2.2
COc1ccc(OC)c(NC(=O)CN(c2ccccc2Cl)S(=O)(=O)c2ccc(C)cc2)c1	15.1	-2.3
COc1cccc(C2CC(c3c(Cl)cccc3Cl)n3nc(N)nc3N2)c1 (stereo not drawn)	13.5	1.7
COc1cccc2cc(C(=O)Nc3nccs3)c(=Nc3ccccc3Cl)oc12	4.0	-2.8
O=C(NCc1nnnn1-c1ccc(Cl)cc1)c1ccc(S(=O)(=O)N2CCCC2)cc1	8.7	4.4
O=S(=O)(Nc1cccnc1)c1ccc(F)c(Cl)c1	-9.3	-2.5
CC1=NS(=O)(=O)c2cccnc2N1c1ccc(Cl)cc1	-6.0	-2.3
CCOC(=O)c1cc(C#N)c(Oc2ccc(Cl)cc2)nc1C(F)(F)F	.	-9.1
